High-throughput results as filed in PubChem.
CCHF vOTU inh: blocks the CCHF virus ovarian tumor domain protease; AID 651958; inhibition, % at 11.5 µM; CCHFV vOTU protease, Pep-AMC fluorescence; hit rate 0.55% among 370,000; in the data active = inhibition above about 30%; also: 0% = vehicle wells with enzyme and 100% = no enzyme wells
Y pestis TopoI: inhibitors of Yersinia pestis topoisomerase I; Y. pestis Topo-I cleavage product accumulation, plate reader; activity, % at 10 µM; hit rate 0.064% among 360,000; in the data active = activity above about 50%, passing the limit was not always enough; inconclusive = no clear call, values can overlap the other calls; also: inactives centre near 2
FadD28 FP inh: inhibitors of Mycobacterium tuberculosis FadD28 bisubstrate binding; FadD28 bisubstrate probe binding, fluorescence polarization; inhibition, % at 12.5 µM; hit rate 0.22% among 360,000; AID 588549; in the data active = inhibition above about 8.5%, passing the limit was not always enough; inconclusive = no clear call, values can overlap the other calls
PfHsp40 rescue: rescue of PfHsp40-mediated yeast toxicity; S. cerevisiae expressing PfHsp40, growth rescue, ATP luminescence; growth rescue, % at 12.5 µM; hit rate 0.68% among 340,000; in the data active = growth rescue above about 28%, passing the limit was not always enough; inconclusive = no clear call, values can overlap the other calls;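 also: yeast W303a lacking pdr1 and pdr3 grown in galactose medium; growth measured after three days at 30 °C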
PrPC surface inh: cell surface PrPC inhibition, primary TR-FRET screen; TR-FRET read-out; inhibition, % at 13.8 µM; P04156; hit rate 0.43% among 370,000; in the data active = inhibition above about 24%; also: 0% = median of the test wells and 100% = reference compound wells
BoNT-A LC inh2: BoNT A light chain protease inhibition. hit rate 0.17% among 360,000. AID 588499. multiplex microsphere protease substrate cleavage, flow cytometry. inhibition, % at 10 µM; also: plate controls were buffer without enzyme for full effect and enzyme alone for no effect
Anthrax LF inh2: inhibitors of Bacillus anthracis lethal factor protease. inhibition, % at 10 µM. multiplex microsphere protease cleavage assay, LF. hit rate 0.12% among 360,000. P15917; also: plate controls were buffer without enzyme for full effect and enzyme alone for no effect
BoNT-F LC inh: blocks Botulinum neurotoxin F light chain protease; Multiplex microsphere protease cleavage assay, flow cytometry; inhibition, % at 10 µM; hit rate 0.22% among 360,000; in the data active = inhibition above about 35%, passing the limit was not always enough; inconclusive = no clear call, values can overlap the other calls; also: plate controls were buffer without enzyme for full effect and enzyme alone for no effect
TcdB inh: TcdB glycohydrolase inhibition; TcdB glycohydrolase enzymatic assay, plate reader; P18177; hit rate 0.24% among 350,000; inhibition, % at 9.99 µM; in the data active = inhibition above about 10%
* hit, by the source's call; ? = inconclusive; nt = no result given. Rule as the data show it, unless noted: active = inhibition above about 30%; inconclusive = no clear call, values can overlap the other calls; inactive = below that.

smiles | Anthrax LF inh2 | BoNT-A LC inh2 | Y pestis TopoI | BoNT-F LC inh | TcdB inh | FadD28 FP inh | PfHsp40 rescue | CCHF vOTU inh | PrPC surface inh
Cc1nc(Cl)c(C#N)c2c1CCCC2 | -2 | -0.5 | 2 | 0 | 0.8 | -1.3 | 0.3 | 10 | -2
COc1ccc(C2/C(=C(/O)c3ccc4c(c3)CC(C)O4)C(=O)C(=O)N2CCCn2ccnc2)cc1 (stereo not drawn) | 2 | 3.0 | 7 | 5 | -0.6 | -0.8 | 1.5 | 7 | 3
CCN1CCN(c2ccc(NC(=O)c3ccc4c(c3)OCCO4)cc2C)CC1 | -1 | 2.8 | -1 | 5 | -1.2 | -3.0 | -0.3 | 4 | 0
O=C(CSc1nnc(-c2ccccc2)o1)NC1CCCC1 | -3 | 0.8 | 3 | 1 | 6.9 | -4.8 | 1.3 | 2 | -3
CNC(=O)c1[nH]cnc1C(=O)N[C@@H](Cc1ccccc1)C(=O)OCc1ccccc1 | -5 | -0.2 | 4 | 8 | nt | 3.1 | -1.0 | -6 | -2
CC(C)CC1(C)NC(=O)N(CC(=O)Nc2ccccc2Br)C1=O (stereo not drawn) | -9 | 0.6 | 3 | -2 | 3.1 | 0.6 | -0.2 | 1 | -3
COc1ccc(-c2nnn(CC(=O)Nc3sc4c(c3C#N)CCCC4)n2)cc1 | -4 | -0.5 | 6 | -2 | nt | 0.9 | -2.8 | 2 | 0
CCn1ncc(Br)c1C(=O)Nc1sc2c(c1C(=O)OC)CCC2 | -2 | 0.6 | -10 | 0 | nt | -3.7 | 0.1 | 7 | -8
c1ccc(-c2nnc3ccc(N4CCCC4)nn23)cc1 | -3 | -1.5 | 30 | -1 | -4.3 | -3.7 | 0.9 | 6 | -4
COC(CNC(=O)CCCn1nnnc1CN1CCOCC1)c1cccs1 (stereo not drawn) | -1 | -0.7 | 0 | -2 | 1.0 | -0.1 | 0.2 | 11 | -4
CCN1CCCC1CNC(=O)c1ccc2c(c1)NC(=O)/C(=C\c1ccc(C)cc1)S2 (stereo not drawn) | 0 | 2.2 | -3 | -5 | -0.7 | -20 | -0.1 | 3 | -14
C=CCOc1nc2c(c(=O)n(C)c(=O)n2C)n1Cc1c(Cl)cccc1Cl | -5 | -0.2 | -5 | -4 | 0.6 | -2.8 | 0.7 | 12 | 2
COc1ccc([N+](=O)[O-])cc1NC(=O)CSc1nccc(C)n1 | -1 | 0.2 | -5 | -3 | -2.3 | -5.0 | 1.4 | -1 | -14
O=C(NCCc1c[nH]c2ccccc12)c1ccc(Cl)cc1 | -10 | -3.1 | -5 | -5 | 0.0 | -0.6 | -0.9 | 2 | -2
CN1CCN(C(=S)c2cn(CCOc3ccccc3)c3ccccc23)CC1 | -1 | -0.1 | 22 | -5 | 0.9 | -0.2 | -1.1 | 3 | 3
Cc1ccc(C(=O)OCC(=O)NNC(=O)c2cccs2)c(O)c1 | -1 | -3.7 | 3 | -10 | 1.8 | -0.6 | -0.4 | -8 | 2
C/C=C/c1ccc(Oc2nnnn2-c2ccc(C(=O)O)cc2)c(OC)c1 | -8 | 0.2 | -4 | -8 | nt | -0.6 | 0.4 | -2 | 13
Oc1ccccc1C1N=C(c2ccccc2)NC(c2ccccc2)=N1 | 0 | 1.1 | 2 | 0 | nt | -2.8 | 0.9 | 1 | 0
CC12CN3CCN(CC(C3)C1(O)CN1CCOCC1)C2 (stereo not drawn) | -4 | -0.3 | 1 | 1 | nt | 0.4 | -0.7 | 3 | 10
CC1CN(Cc2ccco2)C(=S)N(c2ccccc2)C1=O (stereo not drawn) | 2 | -0.4 | 0 | -13 | 2.8 | -1.1 | 0.3 | 9 | -12
CCOC(=O)c1ccc(Oc2nc(N(C)C)nc(N(C)C)n2)cc1 | 1 | 0.5 | 12 | 30 | nt | 0.3 | -1.0 | 10 | -3
CC1(C)CC(Nc2ccc(Nc3ccccc3)cc2)CC(C)(C)N1 | -32 | -14 | -16 | ? | -6.0 | -1.7 | 2.4 | 12 | -1
Cn1c(CN2CCOCC2)nnc1SCC(=O)Nc1cc(Cl)ccc1Cl | 5 | 0.5 | -2 | -7 | -0.1 | -0.4 | -0.7 | 6 | -4
CN(CCCC(=O)Nc1ccc(OC(F)F)cc1)S(=O)(=O)c1ccc(F)cc1 | -4 | -0.3 | 5 | 0 | 1.0 | -1.5 | 2.1 | 4 | 4
O=C(NN=CC=Cc1ccccc1)C(O)C(O)C(=O)NN=CC=Cc1ccccc1 (stereo not drawn) | 3 | -0.1 | 3 | -7 | 0.7 | -0.9 | 1.7 | 9 | -10
C[C@H]1CN=C(Nc2ccccc2)N1CCC1CCCC1 | -10 | -1.2 | -4 | -9 | 1.5 | -0.9 | -1.0 | 13 | 2
O=C(OCN1C(=O)C(=O)c2ccccc21)c1ccc(Cl)cc1 | 1 | -0.5 | 0 | -3 | 0.3 | -3.4 | 1.6 | 3 | -10
COc1ccc(C2=NS(=O)(=O)N(C)C(C(=O)NCc3ccccn3)=C2)cc1OC | -7 | 0.3 | -7 | -3 | 0.7 | 0.6 | -1.3 | 4 | -25
Cc1ccc(S(=O)(=O)NC(=NC(Cc2ccccc2)C(=O)O)c2ccccc2)cc1 (stereo not drawn) | -3 | -1.9 | -3 | 2 | 1.5 | -0.3 | 2.3 | 11 | -7
COCCC1CCCCN1C(=O)c1cc(COc2ccc(-n3cncn3)cc2)on1 (stereo not drawn) | -44 | -170 | 3 | -303 | 0.9 | -1.3 | 0.4 | -6 | 15
CCc1noc(C)c1C(=O)N1CCCC(C(=O)c2cc(F)ccc2OC)C1 (stereo not drawn) | -3 | -0.2 | 7 | -3 | 0.5 | -0.3 | -1.4 | -8 | -5
O=C(COc1ccccc1)Nc1nc2cc3c(cc2s1)OCO3 | -2 | -0.7 | 3 | 1 | 0.9 | -3.3 | -0.4 | 1 | 6
CC(C)(CNS(=O)(=O)c1cccs1)N1CCOCC1 | -4 | -0.2 | 0 | -2 | -0.4 | -2.2 | 0.2 | 4 | 1
COCCN=c1scc(-c2ccco2)n1/N=C/c1ccc(O)c(O)c1O | -12 | -1.8 | -27 | -20 | -6.1 | 1.8 | -0.4 | 8 | -4
CCC(C(=O)N1CCN(c2ncccn2)CC1)c1ccccc1 (stereo not drawn) | 2 | 1.2 | 9 | 6 | 1.4 | -2.1 | 0.6 | 2 | 7
CC(C)NC(=O)c1cnc(N2CCN(c3ccccn3)CC2)c2ccccc12 | -1 | -0.5 | 9 | -1 | nt | -1.0 | 0.7 | 9 | -10
CCCN1CCC(=NNC(=O)c2ccc(Br)o2)CC1 | -4 | -0.3 | 2 | 0 | -5.1 | -1.8 | 0.2 | -6 | 1
CCOC(=O)NC(=O)C(=CNNc1ncc(C(F)(F)F)cc1Cl)C(=O)NC(=O)OCC | -11 | -1.3 | 13 | -8 | 1.0 | -0.4 | 1.7 | -3 | 4
CC1=NN(c2ccccc2)C(=O)/C1=C\c1cc(C)n(C)c1C | -6 | -0.6 | 6 | ? | 0.3 | -0.6 | 0.5 | 0 | 0
C/C(=N\NC(=S)NC1CCCCC1)c1ccc(C)o1 | -11 | -1.6 | 15 | -11 | -0.5 | -0.6 | -0.5 | 13 | -3
O=C1OC(CCl)CN1Cc1ccc([N+](=O)[O-])cc1 (stereo not drawn) | 11 | -1.6 | -1 | -13 | 0.0 | -2.0 | -1.9 | 1 | -11
COc1cccc(-n2c(SCC(=O)NCC3CCCO3)nc3c([nH]c4ccccc43)c2=O)c1 (stereo not drawn) | 0 | -0.2 | 16 | 4 | 1.5 | -2.1 | 0.6 | -3 | -3
COc1cc(Cn2c(-c3ccc(O)c(OC)c3)nc3ccccc32)ccc1O | -2 | 0.5 | 0 | 5 | 15* | -11 | 0.3 | -14 | -4
CC(OC(=O)c1cc2sccc2n1C)C(=O)NCc1ccc2c(c1)OCO2 (stereo not drawn) | -6 | -0.3 | -6 | 4 | nt | -7.1 | -0.4 | -13 | -3
CCCc1nc2ccccc2c2nc(N)nn12 | -7 | -0.4 | 8 | -6 | nt | -0.2 | -0.8 | -20 | -2
CN1CCN(C(=O)c2cc3nc(-c4ccccc4)cc(C(F)(F)F)n3n2)CC1 | -3 | -0.1 | -1 | -4 | nt | -2.5 | 0.7 | 8 | -13
Cn1c(SCC(=O)NCc2ccco2)nnc1-c1c[nH]c2ccccc12 | 0 | -0.3 | -5 | -5 | 0.7 | -4.7 | -0.5 | -6 | -7
NC(=O)C1CCCN(CCc2ccccc2)C1 (stereo not drawn) | -1 | -0.1 | -12 | -2 | nt | -4.2 | -1.8 | -11 | 4
O=C1C2CC=CCC2C(=O)N1c1n[nH]c(CCc2ccccc2)n1 (stereo not drawn) | -5 | ? | 4 | 7 | nt | -3.4 | -1.1 | -12 | -3
CCCCC[C@H]1CN(Cc2ccc(OC)cc2)C(=O)[C@@H]1CC(=O)NCc1ccccc1 | 0 | -0.4 | 32 | -2 | 1.5 | -5.4 | 13 | 25 | -8

The list continues:
smiles | Anthrax LF inh2 | BoNT-A LC inh2 | Y pestis TopoI | BoNT-F LC inh | TcdB inh | FadD28 FP inh | PfHsp40 rescue | CCHF vOTU inh | PrPC surface inh
COc1ccc(N(CC(=O)N2CCN(C)CC2)S(C)(=O)=O)cc1OC | 4 | 0.4 | 8 | -5 | nt | -0.8 | 0.3 | -13 | 1
O=C(N/N=C/c1ccccn1)c1cc(-c2ccc(Cl)cc2)nc2ccccc12 | -4 | -3.5 | 0 | -22 | -0.7 | -1.0 | 0.0 | 3 | -7
CNC(=O)c1cc2cc(Br)ccc2s1 | 6 | -0.4 | 7 | -10 | -4.9 | -1.6 | -1.9 | 16 | 16
CCc1nc2ccccc2n1CC(=O)N1CCN(S(=O)(=O)c2cccc(C(F)(F)F)c2)CC1 | -10 | 0.3 | -5 | 4 | nt | -4.4 | -0.1 | 3 | -7
Cc1ccc2c(c1)N(CCC(=O)NC(C)C)C(=O)CO2 | 0 | -0.2 | -1 | -3 | nt | -0.2 | -0.3 | 10 | -2
Cn1cnnc1Sc1cc(N2CCN(S(=O)(=O)c3ccccc3)CC2)ccc1[N+](=O)[O-] | 0 | -0.5 | 35 | -1 | -0.4 | -1.1 | 0.4 | -8 | -31
CCN(CC)S(=O)(=O)C1CCS(=O)(=O)C1 (stereo not drawn) | 4 | -2.4 | 1 | -15 | nt | -2.4 | 0.5 | 13 | 5
Cc1ccc(C(=O)CC(=O)c2ccc(C)cc2O)cc1 | 10 | 2.4 | 2 | -8 | -7.7 | -1.6 | -1.6 | 11 | 1
Cc1c(Cl)cccc1NS(=O)(=O)c1cn(C)c(=O)n(C)c1=O | 4 | -0.9 | 5 | -5 | 1.2 | -4.3 | 0.2 | -1 | 1
CCn1c(COc2cccc(C)c2C)nnc1SCC(=O)Nc1cc(C)on1 | -1 | -1.2 | -4 | 5 | 0.3 | 1.2 | -1.7 | 7 | -4
O=C(NC1CCCc2ccccc21)c1ccccc1OC(F)F (stereo not drawn) | 0 | 0.7 | -1 | -1 | 0.8 | -2.8 | 0.0 | 13 | 5
CCOc1ccc(Cn2c(SCCCCC#N)nc3c2c(=O)n(C)c(=O)n3C)cc1OCC | 0 | 0.6 | 10 | 5 | nt | -0.5 | 0.2 | 11 | 4

Record cards, from the list above. Screens in order: Anthrax LF inh2 | BoNT-A LC inh2 | Y pestis TopoI | BoNT-F LC inh | TcdB inh | FadD28 FP inh | PfHsp40 rescue | CCHF vOTU inh | PrPC surface inh
Profile of CCOc1ccc(Cn2c(SCCCCC#N)nc3c2c(=O)n(C)c(=O)n3C)cc1OCC : 0 | 0.6 | 10 | 5 | nt | -0.5 | 0.2 | 11 | 4
Profile of Cc1c(Cl)cccc1NS(=O)(=O)c1cn(C)c(=O)n(C)c1=O : 4 | -0.9 | 5 | -5 | 1.2 | -4.3 | 0.2 | -1 | 1

An unsorted share of the library; about 2.3% have a hit in one of these screens.
